# Bioassay records as filed in PubChem BioAssay.
# TRPC4 potent: allosterically enhances the mouse TRPC4 cation channel. hit rate 0.42% among 310,000. Q9QUQ5. B-score at 10 µM. HEK293 TRPC4beta/mu-opioid, DAMGO EC20, Fluo-4 Ca2+ flux; hits give high values. AID 2227;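 active = B-score of calcium response area above 5 SD of library B-scores, with initial fluorescence ratio within 5 SD of library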;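 note: B-score of integrated fluorescence ratio over time as area under calcium response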
# Target sequence (Q9QUQ5 whole entry, looked up): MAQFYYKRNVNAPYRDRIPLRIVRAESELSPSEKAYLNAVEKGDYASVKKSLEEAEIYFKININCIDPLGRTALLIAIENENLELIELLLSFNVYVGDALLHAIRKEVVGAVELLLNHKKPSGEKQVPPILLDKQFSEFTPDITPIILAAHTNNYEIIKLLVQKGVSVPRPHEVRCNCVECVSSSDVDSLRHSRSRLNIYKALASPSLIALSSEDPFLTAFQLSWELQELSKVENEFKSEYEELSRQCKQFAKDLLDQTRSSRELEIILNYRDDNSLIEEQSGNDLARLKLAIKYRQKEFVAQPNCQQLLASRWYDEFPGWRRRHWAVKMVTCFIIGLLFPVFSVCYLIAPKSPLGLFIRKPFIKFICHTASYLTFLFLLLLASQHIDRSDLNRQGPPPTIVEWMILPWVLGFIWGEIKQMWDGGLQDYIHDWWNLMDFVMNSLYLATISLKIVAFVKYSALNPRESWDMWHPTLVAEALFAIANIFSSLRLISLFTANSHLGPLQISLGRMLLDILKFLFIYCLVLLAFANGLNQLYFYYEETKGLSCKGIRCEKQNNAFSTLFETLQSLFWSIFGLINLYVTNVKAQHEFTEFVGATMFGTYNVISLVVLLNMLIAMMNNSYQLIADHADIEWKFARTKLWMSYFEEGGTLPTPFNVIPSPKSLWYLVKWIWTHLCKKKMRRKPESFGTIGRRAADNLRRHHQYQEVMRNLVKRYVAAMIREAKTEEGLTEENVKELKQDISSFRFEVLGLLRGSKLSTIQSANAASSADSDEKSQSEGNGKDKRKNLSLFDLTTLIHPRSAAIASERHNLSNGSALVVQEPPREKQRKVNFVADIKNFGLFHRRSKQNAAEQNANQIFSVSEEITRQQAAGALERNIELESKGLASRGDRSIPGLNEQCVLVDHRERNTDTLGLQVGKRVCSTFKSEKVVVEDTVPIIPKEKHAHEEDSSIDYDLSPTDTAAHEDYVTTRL
# MrgX1 allo act: human MrgX1 positive allosteric modulation, primary screen; Q96LB2; MrgX1-HEK293, Fluo-4 calcium flux, FDSS; hits give high values; B-score at 10 µM; hit rate 0.63% among 310,000;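 active = plate-corrected calcium response at least 3 library SD above typical, normal starting fluorescence, not activating the receptor alone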;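 note: compound read alongside a low EC10 to EC30 dose of BAM8-22 agonist; peak minus trough fluorescence over baseline measured at the second addition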
# ANO1 block: mouse TMEM16A channel inhibition, primary screen | normalized B-score (activity score, 25-100; higher = stronger inhibition) at 10 µM | Q8BHY3 | HEK293 TMEM16A/YFP iodide influx fluorescence, ionomycin | hit rate 1.2% among 310,000 | AID 588511;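 active = ratio plate-corrected score three or more library SD toward inhibition, starting fluorescence score within five deviations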;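 note: score derived from kinetic fluorescence span divided by baseline fluorescence per well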
# TRPC6 act: activators of mouse TRPC6 channel. Q61143. HEK293-TRPC6 membrane potential dye fluorescence; hits give high values. B-score at 10 µM. hit rate 0.13% among 310,000. AID 2550;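 active = B-score of the integrated fluorescence ratio above library mean plus 3 SD, and starting fluorescence ratio within library mean plus 5 SD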;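 note: higher score means more depolarization so channel activation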
# TRPC4 inh: inhibitors of mouse TRPC4 channel; B-score at 10 µM; hit rate 0.39% among 300,000; HEK293 TRPC4beta/mu-opioid, DAMGO-evoked Fluo4 calcium flux; hits give low values;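 active = B-score over 3 SD under the library average, no early fluorescence shift, positive overall ratio signal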
#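 test system = HEK293 cells with stable TRPC4beta plus mu-opioid receptor expression | detection = Fluo4 Ca2+ flux fluorescence | read-out = integrated fluorescence ratio relative to baseline, converted to per-well B score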
# TRPC4 agonist: TRPC4 (mouse) channel activation | Q9QUQ5 | HEK293 TRPC4beta/mu-opioid, Fluo4 calcium fluorescence; hits give high values | B-score at 10 µM | hit rate 0.49% among 310,000;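 active = B-score above 5 SD of library B-scores, and initial fluorescence ratio not above library mean plus 5 SD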;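 note: positive B-score marks a calcium rise read as TRPC4 activation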
#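 Technique: kinetic Fluo4 calcium fluorescence; Test system: TRPC4beta and mu-opioid receptor HEK293 stable cells; Measure: B-scored integrated calcium fluorescence ratio; Benchmarks: low control buffer alone, high control maximal DAMGO; Schedule: 45 min room-temperature Fluo4 loading, 110 s read.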
# ANO1 activ: activates or potentiates the mouse TMEM16A chloride channel; Q8BHY3; HEK293 TMEM16A/YFP-H148Q/I152L, iodide quench fluorescence; hits give low values; B-score at 10 µM; hit rate 0.3% among 340,000; AID 623877;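 active = fluorescence-ratio B-score plate-corrected deviation score at least 3 library SD below zero, with starting fluorescence score within 5 deviations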;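 note: channel opened by trigger with iodide after compound preincubation; score built on the fluorescence ratio of max minus min over baseline; more negative score means more quench and so TMEM16A activation or potentiation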
# TRPC6 inhibitor: blocks the mouse TRPC6 cation channel; Q61143; HEK293-TRPC6, membrane potential dye, ACh-evoked depolarization; hits give low values; B-score at 10 µM; hit rate 1.1% among 310,000;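 active = B-score under library mean minus 3 SD, initial fluorescence not abnormally high, positive integrated signal ratio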;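 note: B-score derived from integrated fluorescence ratio over the kinetic read; more negative B-score means stronger inhibition of depolarization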
# MrgX1 agonist: activates human MrgX1 receptor signaling | MrgX1-HEK293 cells, Fluo-4 calcium fluorescence, agonist mode; hits give high values | hit rate 0.44% among 310,000 | Q96LB2 | B-score at 10 µM;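 active = calcium response B-score plate-corrected fluorescence ratio at least 3 library SD, with starting fluorescence B-score inside 5 SD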
#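 Test system: HEK293 cells stably expressing human MrgX1 receptor; Input: fifteen thousand cells per well; Dosing: compound delivered in addition one of three; Schedule: overnight seeding, then 1 h dark dye loading; Technique: Fluo-4 NW calcium fluorescence; Measure: B-scored fluorescence response ratio; Controls: positive and negative controls per plate.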
# SKKanGAS inh: inhibitors of SKKanGAS S. pyogenes growth in kanamycin (SK-promoter or general growth effect) | BacTiter-Glo, 6 h | inhibition, % at 7.5 µM | hit rate 1.3% among 300,000;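 active = mean replicate score, as percent of positive control median, at least 50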;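 note: strain carries kanamycin resistance gene driven by streptokinase promoter and grows in 40 µg/ml kanamycin; loss of luminescence reflects streptokinase promoter inhibition or plain growth inhibition; 0% = median of DMSO wells and 100% = positive control at its reference dose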
# MrgX1 antagonist: blocks BAM8-22 activation of human MrgX1 receptor | MRGX1-HEK293 calcium flux, Fluo-4, BAM8-22 antagonism; hits give low values | hit rate 1.3% among 310,000 | Q96LB2 | B-score at 10 µM;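 active = calcium-response B-score plate-corrected more than 3 library SD below zero, starting fluorescence within 5 deviations, no agonist response on first addition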;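 note: peak minus trough fluorescence over baseline after final BAM8-22 challenge near maximal dose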
# An asterisk follows results filed as active; i = inactive; . = not tested or not shown.
# Below each compound: TRPC4 potent	MrgX1 allo act	ANO1 block	TRPC6 act	TRPC4 inh	TRPC4 agonist	ANO1 activ	TRPC6 inhibitor	MrgX1 agonist	SKKanGAS inh	MrgX1 antagonist
1	COCCNC(=O)CSc1nc2cc(OC)c(OC)cc2c(=O)n1CCc1ccc(S(N)(=O)=O)cc1
→ i	i	i	i	i	i	i	i	i	7	i
2	O=C(Nc1cnn(Cc2ccc(F)cc2)c1)c1cnn2c(C(F)F)cc(-c3ccccc3)nc12
→ i	i	i	i	i	i	i	i	i	39	i
3	Cc1cc(Cl)ccc1NC(=S)NCC(O)c1ccccc1 (stereo not given)
→ i	22*	i	i	i	i	i	i	i	-4	i
4	COc1ccccc1/C=C/C(=O)NC(=S)Nc1ccc(S(=O)(=O)N(C)c2ccccc2)cc1
→ i	i	i	i	i	i	i	i	i	9	i
5	CCOc1ccccc1C(=O)NC(C(=O)OCC(=O)Nc1nnc(-c2ccccc2)o1)C(C)C (stereo not given)
→ i	i	i	i	i	i	i	i	i	60*	i
6	COc1ccc(COc2ccsc2C(=O)Nc2ccc(Cl)c(Cl)c2)cc1
→ i	i	i	i	i	i	i	i	i	0	i
7	CC(=O)c1cccc(NC(=O)Cn2cnc(S(=O)(=O)N3CCOCC3)c2)c1
→ i	i	i	i	i	i	i	i	i	0	i
8	O=c1c2ccccc2oc2cc(NCCCn3ccnc3)ccc12
→ i	i	i	i	i	i	i	i	i	3	i
9	COc1ccc(C2CC(c3cccs3)=NN2C(=O)c2ccccc2)cc1OC (stereo not given)
→ i	i	i	i	i	i	i	i	i	-2	i
10	O=C(NCc1ccncc1)c1cccc(Cn2cc(Br)cn2)c1
→ i	i	i	i	i	i	i	i	i	0	i
11	Cc1ccc(NC(=O)c2ccc(-n3cncn3)c([N+](=O)[O-])c2)cc1
→ i	i	i	i	i	i	i	i	i	1	i
12	CCOC(=O)C1CCCN(S(=O)(=O)c2ccc3c(c2)CC(C)N3C(=O)C2CC2)C1 (stereo not given)
→ i	i	i	i	i	i	i	i	i	-10	i
13	Cc1ccc(C)c(OCc2cc(C(=O)N3CC[C@@H]4CCCC[C@H]4C3)no2)c1
→ i	i	i	i	i	i	i	i	i	25	i
14	COc1ccccc1CNC(=O)Cn1cc2c(n1)CCCC2
→ i	i	i	i	i	i	i	i	i	0	i
15	COc1ccc(CC(=O)N/N=C/c2ccc(-c3cccc(C(=O)O)c3)o2)cc1OC
→ i	i	i	i	i	i	i	i	i	-2	i
16	Cc1occc1C(=O)N/N=C/C=C/c1ccccc1[N+](=O)[O-]
→ i	i	i	i	i	i	i	i	i	-12	i
17	Oc1ccc(Nc2nc3ccccc3nc2Nc2ccc(O)cc2)cc1
→ i	i	i	i	i	i	i	i	i	12	i
18	O=c1[nH]c2ccccc2nc1/C=C(\O)c1cccs1
→ i	i	i	i	i	i	i	i	i	1	i
19	Cc1ccc(N(C(=O)CNC(=O)c2ccco2)C(C(=O)NC2CCCC2)c2cccnc2)cc1 (stereo not given)
→ i	i	i	i	i	i	i	i	i	-1	i
20	O=C(NCc1ccccc1)c1ccc(CN2CCC(Cc3ccccc3)CC2)cc1
→ i	i	i	i	i	i	.	i	i	-1	i
21	O=C(Nc1cc(F)ccc1F)N1CCN(c2ccnc3cc(Cl)ccc23)CC1
→ i	i	i	i	i	i	i	i	i	-3	i
22	C/C(=N\n1cnnc1)c1ccc(C#N)cc1
→ i	i	i	i	i	i	i	i	i	15	i
23	CCCn1c(=O)c2c(c3ccccc31)OC(C)C(=O)N2 (stereo not given)
→ i	i	i	i	i	i	i	i	i	-6	i
24	O=C(NC1CCCCC1)c1ccc(S(=O)(=O)c2ccccc2Cl)c([N+](=O)[O-])c1
→ i	i	i	i	i	i	.	i	i	-4	i
25	Cc1cc(OC(=O)CNC(=O)OC(C)(C)C)c2c(C)cc(=O)oc2c1
→ i	i	i	i	i	i	i	i	i	7	i
26	COc1ccc(CC(=O)Nc2ccc(-c3noc(-c4ccccc4OC)n3)cc2)cc1
→ i	i	i	i	i	i	i	i	i	-6	i
27	COc1ccc(Nc2cc(Nc3ccc(OC)cc3)ncn2)cc1
→ i	i	i	i	i	i	i	i	i	-9	i
28	CCc1ccccc1Nc1nc(N)nc(CSCC(=O)Nc2ccc(C)c(C)c2)n1
→ i	i	i	i	i	i	i	i	i	-1	i
29	O=C(Nc1ccc(N2CCN(C(=O)c3cccs3)CC2)cc1)c1ccc([N+](=O)[O-])o1
→ i	i	i	i	i	i	i	i	i	40	i
30	Cc1cc(C)c(NC(=S)N(Cc2cccnc2)Cc2ccco2)c(C)c1
→ i	i	i	i	i	i	i	i	i	-1	i
31	O=c1cc(-c2cccs2)oc2ccc(Cl)cc12
→ i	i	i	i	i	i	i	i	i	0	i
32	COc1ccc(C(=O)O)cc1NS(=O)(=O)c1cccc2nsnc12
→ .	i	i	.	.	.	i	.	i	2	i
33	Cc1cc(NC(=O)c2cc(C)on2)n(-c2ccccc2)n1
→ i	i	i	i	i	i	i	i	i	-13	i
34	COc1ccc(C/C(C)=N/NC(=O)c2ccc(C)cc2C)cc1
→ i	i	i	i	i	i	i	i	i	-1	i
35	O=C(N/N=C/C(Br)=C\c1ccccc1)c1ccc2nc[nH]c2c1
→ i	i	i	i	i	i	i	i	i	-9	i
36	Cc1cc(CNC(=O)c2cccc([N+](=O)[O-])c2C)c2ccccc2n1
→ i	i	i	i	i	i	i	i	i	1	i
37	CCCN1CCC(NC(=O)Nc2ccc(Br)cc2)CC1
→ i	i	i	i	i	i	i	i	i	-5	i
38	COc1ccc(-n2nc(N)c3c(=O)oc(N(C)C)nc32)cc1
→ i	i	i	i	i	i	i	i	i	8	i
39	Cc1onc(C(=O)Nc2cccc(C(F)(F)F)c2)c1[N+](=O)[O-]
→ i	i	i	i	i	i	i	i	i	9	i
40	COc1ccccc1-n1c(SCC(=O)NCC2CCCO2)nc2c([nH]c3ccccc32)c1=O (stereo not given)
→ i	i	i	i	i	i	i	i	i	20	i
41	CN(C)c1cc[n+](CC(=O)Nc2ccc(Cl)cc2)cc1
→ i	i	i	i	i	i	i	i	i	1	i
42	Cn1c(/C(C#N)=C(\O)c2ccccc2Cl)nc2ccccc21
→ i	i	i	i	i	i	i	i	i	1	i
43	COc1cccc(NC(=O)CCNC(=O)C2CCN(S(=O)(=O)c3ccc(F)cc3)CC2)c1
→ i	i	i	i	i	i	i	i	i	-6	i
44	N#C/C(Cn1c[n+](NC(=O)Nc2ccccc2)cn1)=N/O
→ i	i	i	i	i	i	i	i	i	-5	i
45	N#CCCn1cc(/C=N/O)c(-c2ccc(F)cc2)n1
→ i	i	i	i	i	i	i	i	i	8	i
46	CCOc1ccc(C(=O)N[C@H](C(=O)Nc2cccc(S(=O)(=O)N3CCCCC3)c2)C(C)C)cc1
→ i	i	i	i	i	i	i	i	i	5	i
47	Cc1ccc(CS(=O)Cc2ccc(C(=O)NC3CCCC(C)C3C)o2)cc1 (stereo not given)
→ i	i	i	i	i	i	i	i	i	-3	i
48	Cc1ccc(S(=O)(=O)N(C)C)cc1NC(=O)COC(=O)c1n[nH]c(=O)c2ccccc12
→ i	i	i	i	i	i	i	i	i	-1	i
49	Cc1ccc(S(=O)(=O)CCC(=O)OCC(=O)c2c(N)n(CC(C)C)c(=O)n(C)c2=O)cc1
→ i	i	i	i	i	i	i	i	i	-4	i
50	Cc1cccc(C(=O)Oc2ccccc2-c2nnco2)c1
→ i	i	i	i	i	i	i	i	i	-5	i
51	CCOc1cc(/C=C2/SC(=S)N(CC3CCCO3)C2=O)ccc1O (stereo not given)
→ i	i	i	i	i	i	i	i	i	7	i
52	COc1ccccc1C(=O)NCc1ccco1
→ i	i	i	i	i	i	i	i	i	-4	i
53	CCOC(=O)C(=CNc1ccc(Oc2cncc(Cl)c2)nc1)C(=O)OCC
→ i	i	i	i	i	i	i	i	i	0	i
54	Cc1ccc(Nc2nc(N)c3ccccc3n2)cc1Cl
→ i	i	i	i	i	i	i	-6.5*	i	9	i
55	CCn1c(=O)n(CC(=O)NCc2ccco2)c(=O)c2ccccc21
→ i	i	i	i	i	i	i	i	i	-7	i
56	CCn1c(COc2ccc3c(c2)CCCC3)nnc1SCC(=O)Nc1ccc(C(=O)OC)cc1
→ i	i	i	i	i	i	i	i	i	-1	i
57	C1=C(c2ccccc2)Nc2ccccc2N=C1c1ccccc1
→ i	i	i	i	i	i	i	i	i	11	i
58	O=C(Cc1ccccc1)Nc1cccc(-c2nc3ncccc3o2)c1
→ i	i	i	i	i	i	i	i	i	9	i
59	NC(=O)c1nn(-c2ccccc2)nc1NC(=O)CN1CCCCC1
→ i	i	i	i	i	i	i	i	i	-5	i
60	CC(=O)c1ccc(S(=O)(=O)NC2CC(=O)N(c3ccc4c(c3)OCCO4)C2)cc1 (stereo not given)
→ i	i	i	i	i	i	i	i	i	-2	i

# Further results follow:
# Below each compound: TRPC4 potent	MrgX1 allo act	ANO1 block	TRPC6 act	TRPC4 inh	TRPC4 agonist	ANO1 activ	TRPC6 inhibitor	MrgX1 agonist	SKKanGAS inh	MrgX1 antagonist
61	Nc1ccc(Cl)c[n+]1Cc1cccc2cccnc12
→ i	i	i	i	i	i	i	i	i	-5	i
62	N#C/C(=C\c1cc([N+](=O)[O-])c(N2CCOCC2)cc1N1CCOCC1)c1nc2ccccc2[nH]1
→ i	i	i	i	i	i	i	i	i	34	i
63	Cc1ccc(OCC(=O)N(c2ccccn2)C2CCCCC2)c(C)c1
→ i	i	i	i	i	i	i	i	i	-12	i
64	CC1(C)C(=O)Nc2ccccc2N1C(=O)COc1ccc(S(=O)(=O)N2CCOCC2)cc1Cl
→ i	i	i	i	i	i	i	i	i	9	i
65	CC(=O)c1ccc(OCCCC(=O)NCC(c2ccco2)N(C)C)cc1 (stereo not given)
→ i	i	i	i	i	i	i	i	i	0	i
66	COCc1c(C)cc(C)c(/C=N/O)c1C
→ i	i	i	i	i	i	i	i	i	3	i
67	COc1ccc(NCc2nnc(SCC(=O)Nc3nc(-c4ccccc4)cs3)n2-c2ccccc2)cc1
→ i	i	i	i	i	i	i	i	i	-9	i
68	COc1ccc(-c2nnn(CC(=O)N(CCCO)C(C(=O)NC3CCCC3)c3ccncc3)n2)cc1 (stereo not given)
→ i	i	i	i	i	i	i	i	i	5	i
